Screening results from PubChem BioAssay.
bIAP inhibitor – blocks bovine intestinal alkaline phosphatase activity. purified bovine IAP, CDP-star luminescence, 30 min. inhibition, % at 20 µM. 190,000 tested, under 10 active;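 active means over 50% inhibition of intestinal alkaline phosphatase at 20 µM in the single-dose screen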
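test system = bovine IAP enzyme | medium = DEA buffer 100 mM, pH 9.8, with MgCl2 1.0 mM, ZnCl2 0.02 mM | detection = luminescence | dosing = single compound dose of 20 µM, 2% DMSO final | incubation = 30 min reaction at room temperature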
FLuc stim CS – affects firefly luciferase, flagging false hits in luciferase stimulation screens; P08659; ATPlite luciferase biochemical, luminescence, 10 min; 0 = ATP-free wells, 1 = DMSO control; activation factor at 10 µM; 200,000 tested, under 10 active; AID 1027;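 active means luciferase activation factor, scaled between plate controls, of at least 2 with compound at 10 µM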
Target sequence (P08659 whole entry, looked up): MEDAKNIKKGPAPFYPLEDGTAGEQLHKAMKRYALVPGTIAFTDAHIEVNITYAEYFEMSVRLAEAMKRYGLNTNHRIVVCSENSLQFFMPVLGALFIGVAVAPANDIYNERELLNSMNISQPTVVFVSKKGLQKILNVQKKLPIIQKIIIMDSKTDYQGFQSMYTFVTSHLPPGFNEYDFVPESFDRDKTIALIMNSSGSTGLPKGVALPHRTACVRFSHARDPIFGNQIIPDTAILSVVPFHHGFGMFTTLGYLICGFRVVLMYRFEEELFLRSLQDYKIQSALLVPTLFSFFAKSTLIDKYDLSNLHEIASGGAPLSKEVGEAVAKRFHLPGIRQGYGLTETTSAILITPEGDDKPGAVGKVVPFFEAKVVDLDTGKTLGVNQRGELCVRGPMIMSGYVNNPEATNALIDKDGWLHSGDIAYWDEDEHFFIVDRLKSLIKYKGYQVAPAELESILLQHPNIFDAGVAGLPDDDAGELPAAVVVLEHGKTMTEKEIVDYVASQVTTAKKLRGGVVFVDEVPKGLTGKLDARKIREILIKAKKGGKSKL
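System: cell-free luciferase reagent; medium: PBS as buffer for the ATP substrate; doses: test compounds dosed from 2 mM stocks in 100% DMSO; incubation: 10 min, room temperature; measured by: luminescence from luciferase reaction; read-out: luciferase activation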
TNAP inh hi DEA – TNAP (human) inhibition, high acceptor; P05186; purified TNAP, CDP-star luminescence, 1 M DEA; inhibition, % at 20 µM; hit rate 0.03% among 200,000; AID 1135;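 active means over 50% inhibition of tissue-nonspecific alkaline phosphatase at 20 µM in the single-dose screen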;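 further: plate controls were DMSO wells for no effect and EDTA-quenched wells as full inhibition for full effect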
bIAP activator – intestinal alkaline phosphatase (bovine) activation | purified bovine IAP, CDP-star luminescence, 30 min; stronger effect = higher value; fold of DMSO-control signal, blank-subtracted | activation factor at 20 µM | hit rate 0.17% among 200,000;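 active means activation factor of 2 or more at 20 µM, a signal rise over negative controls twice the positive control's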
RAM inhibit – blocks the yeast RAM network; inhibition, % at 50 µM; hit rate 1.8% among 190,000; AID 868; S. cerevisiae dse1pr::URA3 reporter, 5-FOA growth OD615, 2 d; analog-sensitive cbk1-as2 kinase mutant strain;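 active means inhibition above a set limit, 3 SD over mean compound inhibition, cut at about 8.4% in these data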;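 further: 0% = DMSO-only wells with no growth and 100% = 10 µM 1-NA-PP1 full growth; inhibition rescues growth on 5-FOA so higher OD means more RAM inhibition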
L major viab – reduces viability of Leishmania major promastigotes; resazurin fluorescence viability; inhibition, % at 10 µM; hit rate 9% among 200,000; AID 1063; in the data active means inhibition above about 50%;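 further: promastigotes grown with compound for 44 hours at 28 °C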
FLuc inhib CS – Photinus pyralis luciferase inhibition counter-screen. P08659. hit rate 1.5% among 200,000. ATPLite firefly luciferase biochemical luminescence, 10 min. inhibition, % at 10 µM;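 active means inhibition above about 50% when tested at 10 µM, limit read from the data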
TNAP act hi DEA – activators of human TNAP at high phosphate acceptor concentration. 200,000 tested, under 10 active. AID 1136. P05186. activation factor at 20 µM. purified TNAP, CDP-star luminescence, 1 M DEA, 30 min; stronger effect = higher value; 0 = EDTA background, 1 = DMSO-only activity;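 active means activation factor at least 2 at 20 µM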
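Assay system: human TNAP; Input: enzyme diluted 1/800 final; Reagent: CDP-star luminogenic substrate at 100 µM final; Timing: 30 min, room temperature; Signal: luminescence; Evaluation: TNAP activation factor scaled between EDTA and DMSO control wells.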
APP 5UTR inh – APP translation inhibition. SH-SY5Y APP 5'UTR-luciferase reporter, luminescence. inhibition, % at 2 µM. hit rate 0.82% among 190,000. AID 1285;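 active means inhibition above a set limit, derived from the sample mean plus 3 SD, cut at about 45% in these data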; further: values of inactives mirror those of a sister screen read the other way
TNAP inh no acc – blocks human TNAP activity with no phosphate acceptor present; purified TNAP, CDP-star luminescence, 30 min; P05186; inhibition, % at 20 µM; hit rate 0.26% among 200,000;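 active means tissue-nonspecific alkaline phosphatase inhibition above about 50% at 20 µM in the single-dose screen, limit read from the data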;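 further: 0% = DMSO negative control and 100% = EDTA positive control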
* marks the source's active call; other numbers are inactive results.

1	COc1ccc(OC)c(/C=N/NC(=O)c2cc[n+](CC(=O)c3ccccc3)cc2)c1
2	O=C(NCCc1ccccc1)C1CCCN1C(=O)Nc1ccc(F)cc1 (stereo not given)
3	COc1cccc(Nc2nc(-c3sc(NC(=O)CC(C)C)nc3C)cs2)c1
4	CC(C)CCn1c(O)c(N=NC(=O)Cn2ccc(C(F)(F)F)n2)c2ccccc21
5	O=C(O)CCCSc1nccn1-c1ccccc1
6	COc1ccc(CSc2n[nH]c(C)n2)cc1Br
7	O=C(Nc1ccc(CN2CCOCC2)cc1)c1cccs1
8	O=C1OCc2ccc(NC(=O)C3CCCCC3)cc21
entry no.,1,2,3,4,5,6,7,8
TNAP inh no acc,11,-1,-1,-5,-7,6,-13,-3
L major viab,1,12,81*,52*,0,4,96*,17
TNAP inh hi DEA,5,2,-3,5,-5,2,-2,2
RAM inhibit,0.3,0.3,2.0,0.9,0.2,-0.1,1.9,1.8
APP 5UTR inh,4,18,-15,-21,-3,-28,-46,11
bIAP inhibitor,16,-6,8,45,-6,-18,8,0
FLuc inhib CS,-3,0,-10,-4,-5,6,41,-2
TNAP act hi DEA,1,1,1,1,1.1,1,1,1
bIAP activator,0.8,1.1,0.9,0.5,1.1,1.2,0.9,1
FLuc stim CS,1,1,1.1,1,1.1,0.9,0.6,1

9	COc1cc(Br)cc(/C=N/c2ncn[nH]2)c1O
10	Cc1cccc(/C=N/NC(=O)c2ccc(Br)cc2)c1
11	O=C(Nc1ccc(C(F)(F)F)cc1)c1cc(S(=O)(=O)NCC2COc3ccccc3O2)ccc1F (stereo not given)
12	CCOC(=O)C1=C(C)NC(=O)NC1c1ccc(-c2ccc(Cl)cc2)o1 (stereo not given)
13	O=S1(=O)N=C(Oc2cccc3ccccc23)c2ccccc21
14	COc1cccc(N2C(=O)CC(N3CCC(c4nc5ccccc5[nH]4)CC3)C2=O)c1 (stereo not given)
15	COc1ccc(N2C(=O)CC(Nc3cccc(C(C)=O)c3)C2=O)cc1OC (stereo not given)
16	CCOC(=O)c1nc(Nc2cccc(C)c2)c2ccccc2n1
entry no.,9,10,11,12,13,14,15,16
TNAP inh no acc,5,-10,-7,-11,-2,0,-20,-12
L major viab,-15,-6,12,13,40,-6,-2,20
TNAP inh hi DEA,5,-7,-1,-7,5,8,-11,-3
RAM inhibit,-1.4,2.2,8.4*,2.8,-0.3,1.2,0.1,-0.5
APP 5UTR inh,11,0,-1,-32,4,8,-1,17
bIAP inhibitor,8,13,24,-4,9,2,-1,-6
FLuc inhib CS,0,54*,-6,-2,-4,4,-1,0
TNAP act hi DEA,1,1.1,1,1.1,1,0.9,1.1,1
bIAP activator,0.9,0.9,0.8,1,0.9,1,1,1.1
FLuc stim CS,1,0.5,1.1,1,1,1,1,1

17	CCC1Oc2ccccc2N(CC(=O)NCCCN2CCC(C)CC2)C1=O (stereo not given)
18	COc1cccc(-n2nnnc2SCC(=O)Nc2cccc(NC(C)=O)c2)c1
19	CCSc1nnc(NC(NC(=O)c2ccco2)(C(F)(F)F)C(F)(F)F)s1
20	Cc1cc(NC(=O)CSc2nnc(Cn3c(=O)sc4ccccc43)n2-c2ccccc2C)no1
21	CC(C)CNC(=S)NC(=O)c1ccc(Cl)cc1
22	CC(C)=CCN1CCN(Cc2cccn2-c2ncccn2)CC1CCO (stereo not given)
23	COc1ccccc1-c1cc(C(=O)Nc2cccnc2)no1
24	C#CCSc1ncc(-c2ccccc2)cn1
entry no.,17,18,19,20,21,22,23,24
TNAP inh no acc,-8,-10,-13,-6,-1,-14,-1,-7
L major viab,-6,17,-4,-4,-9,-1,26,2
TNAP inh hi DEA,2,-5,-7,0,-4,-8,2,2
RAM inhibit,1.9,6.6,1.4,5.3,0.1,-0.2,-0.2,1.6
APP 5UTR inh,0,-1,3,-2,-37,4,96*,-13
bIAP inhibitor,-7,-2,6,1,6,-11,21,-1
FLuc inhib CS,-4,-4,-3,2,1,-5,62*,11
TNAP act hi DEA,1,1,1.1,1,1,1.1,1,1
bIAP activator,1.1,1,0.9,1,0.9,1.1,0.8,1
FLuc stim CS,1,1,1,1,1,1,0.4,0.9

25	CC(=O)C1=C(C)NC(C)=C(C(C)=O)C1c1cccs1
26	COc1ccccc1N1CCN(S(=O)(=O)c2cccs2)CC1
27	O=C1OC(c2cccs2)=N/C1=C/c1ccc(-c2cccc(C(=O)O)c2)o1
28	O=C(NCc1ccccc1Cl)c1cnn2cccnc12
29	O=C(/C=C/Nc1cccc(C(F)(F)F)c1)c1ccc(Oc2ncccn2)cc1
30	COC(=O)c1ccc(CSc2nc3ccccc3c(=O)n2-c2ccc(OC)c(OC)c2)o1
31	CSc1nsc(SCC(=O)Nc2ccc(OC(C)=O)cc2)n1
32	CCOC(=O)CNc1ccc2c(c1)OCO2
entry no.,25,26,27,28,29,30,31,32
TNAP inh no acc,-13,-11,16,2,-5,-24,-8,-8
L major viab,-8,54*,-7,4,-5,97*,17,-2
TNAP inh hi DEA,-4,-5,0,-1,-1,-5,-6,-5
RAM inhibit,1.8,0.6,1.9,1.6,2.6,3.3,3.2,0.9
APP 5UTR inh,0,-19,8,-13,-17,-4,-44,-6
bIAP inhibitor,5,17,-7,7,7,-32,-1,16
FLuc inhib CS,-5,-4,7,-8,15,-8,-6,-5
TNAP act hi DEA,1,1.1,1,1,1,1.1,1.1,1.1
bIAP activator,0.9,0.8,1.1,0.9,0.9,1.3,1,0.8
FLuc stim CS,1.1,1,0.9,1.1,0.8,1.1,1.1,1.1

33	Cc1ccc(NC(=S)NN2CCN(C)CC2)cc1
34	CC1(C)CC(=O)C(C(=O)Cc2ccccc2[N+](=O)[O-])C(=O)C1
35	COCCNCCCOc1ccc(C)cc1Br
36	O=C(Cn1ncc(N2CCCC2)c(Br)c1=O)c1ccc(Cl)cc1
37	Cc1noc(NS(=O)(=O)c2ccc(NC(=O)C34CC5CC(C3)CC(n3cnc(Br)n3)(C5)C4)cc2)c1C
38	Cc1ccc(C2CC(=O)NC(SCC(=O)OCc3ccccc3)=C2C#N)o1 (stereo not given)
39	Cc1nnc(NC(=O)c2ccccc2F)s1
40	CCC(O)c1cc2c(cc1NC(=O)c1ccc(C)cc1)OCCO2 (stereo not given)
entry no.,33,34,35,36,37,38,39,40
TNAP inh no acc,-11,-5,-2,-11,-17,-7,-13,-15
L major viab,-4,-5,28,1,-9,0,-7,11
TNAP inh hi DEA,1,-4,-2,-9,-2,0,-5,-3
RAM inhibit,-0.5,-1.4,0.0,0.7,2.9,0.4,0.2,0.2
APP 5UTR inh,-1,-3,5,-71,9,18,-19,-27
bIAP inhibitor,14,7,-3,10,36,25,4,12
FLuc inhib CS,-1,-8,1,6,-1,-3,-3,15
TNAP act hi DEA,1,1,1,1.1,1,1,1.1,1
bIAP activator,0.9,0.9,1,0.9,0.6,0.8,1,0.9
FLuc stim CS,1,1.1,1,0.9,1,1,1,0.8

41	Cn1c2ccccc2c2cc(C(=O)O)ccc21
42	CCNC(=S)N1C2CCC1CC(NC(=O)NC1CCCCC1)C2 (stereo not given)
43	Cc1cc(C)n(-c2nnc(C)n2NS(C)(=O)=O)n1
44	O=C(COC(=O)c1ccc(O)cc1)NCC1CCCO1 (stereo not given)
45	CCOC(=O)C1=C(C)N(C)C(=S)NC1c1c(OCC)ccc2ccccc12 (stereo not given)
46	CC1CCN(C(=O)CSc2nnc(-c3cc4ccccc4cc3O)n2Cc2ccco2)CC1
47	Cc1cccc(C)c1NC(=O)CNC(=O)CCC(=O)c1cccs1
48	C=CCn1c(N)nc2ccccc21
entry no.,41,42,43,44,45,46,47,48
TNAP inh no acc,0,-11,-1,-12,-7,-3,12,-10
L major viab,-5,-6,-3,-3,-5,-1,18,4
TNAP inh hi DEA,-8,-3,-6,-6,-5,0,0,-7
RAM inhibit,2.9,1.6,0.7,2.7,6.8,6.3,0.9,0.8
APP 5UTR inh,-2,17,6,8,-28,2,-8,-9
bIAP inhibitor,10,1,8,1,3,-9,2,2
FLuc inhib CS,-4,-6,-11,-7,-8,-2,-7,-5
TNAP act hi DEA,1.1,1,1.1,1.1,1.1,1,1,1.1
bIAP activator,0.9,1,0.9,1,1,1.1,1,1
FLuc stim CS,1,1.1,1.1,1.1,1.1,1,1.1,1.1

An excerpt from above with just TNAP inh no acc, TNAP inh hi DEA and TNAP act hi DEA.
| entry | Structure | TNAP inh no acc | TNAP inh hi DEA | TNAP act hi DEA |
| --- | --- | --- | --- | --- |
| 41 | Cn1c2ccccc2c2cc(C(=O)O)ccc21 | 0 | -8 | 1.1 |
| 42 | CCNC(=S)N1C2CCC1CC(NC(=O)NC1CCCCC1)C2 (stereo not given) | -11 | -3 | 1 |
| 43 | Cc1cc(C)n(-c2nnc(C)n2NS(C)(=O)=O)n1 | -1 | -6 | 1.1 |

(list continues)
49	COC(=O)CCN1CCN(S(=O)(=O)c2cccc(Br)c2)CC1
50	COc1ccc(OC)c(-c2csc(NC(=O)Cn3[nH]c(=O)c4ccccc4c3=O)n2)c1
51	CCc1ccc(NC(=O)c2cc(C(C)C)on2)cc1
52	CCCCN(CC)C(=O)Cn1c(=O)sc2ccccc21
53	O=C(Nc1ccccc1)c1cc([N+](=O)[O-])ccc1NCc1cccnc1
entry no.,49,50,51,52,53
TNAP inh no acc,-5,-8,-9,-4,0
L major viab,-6,4,0,-6,9
TNAP inh hi DEA,-5,0,-4,-6,9
RAM inhibit,-0.1,2.5,-0.1,1.9,0.7
APP 5UTR inh,-32,15,-137,-21,1
bIAP inhibitor,0,-5,12,18,30
FLuc inhib CS,-8,-4,30,-8,-2
TNAP act hi DEA,1,1,1,1.1,0.9
bIAP activator,1,1.1,0.9,0.8,0.7
FLuc stim CS,1.1,1,0.7,1.1,1
